Source: PubChem (The Scripps Research Institute Molecular Screening Center)
FBW7 activator – FBW7 E3 ligase activators, primary screen, biochemical, AlphaScreen, human; AID 1259310, 2017; AlphaScreen FBW7–phospho-cyclin E peptide binding, activator screen; normalized activity (activation), % at 26.1 µM; 650,000 compounds, 0.13% hits; in the data active = normalized activity above about 1.9%;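 note: purified mutant Fbw7 with reduced substrate affinity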
TEAD-YAP inh – TEAD-YAP interaction inhibition, primary screen, TEAD-YAP interaction inhibitor project, luminescence, HEK-TIYL cells. inhibition, % at 9.12 µM. TEAD-Gal4/YAP UAS-luciferase luminescence. 640,000 compounds, 1.4% hits; in the data active = inhibition above about 32%;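 note: 0% = median of test compound wells and 100% = reference inhibitor wells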
GPR151 ag – activators of human GPR151, primary screen, cell-based, PathHunter beta-arrestin, luminescence; PathHunter beta-arrestin GPR151 cells; G-protein coupled receptor 151 (Homo sapiens), Q8TDV0; 650,000 compounds, 1% hits; activation, % at 11.2 µM; in the data active = activation above about 4.9%;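 note: 0% = median of compound wells and 100% = cells with positive control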
Target sequence (Q8TDV0 whole entry, looked up): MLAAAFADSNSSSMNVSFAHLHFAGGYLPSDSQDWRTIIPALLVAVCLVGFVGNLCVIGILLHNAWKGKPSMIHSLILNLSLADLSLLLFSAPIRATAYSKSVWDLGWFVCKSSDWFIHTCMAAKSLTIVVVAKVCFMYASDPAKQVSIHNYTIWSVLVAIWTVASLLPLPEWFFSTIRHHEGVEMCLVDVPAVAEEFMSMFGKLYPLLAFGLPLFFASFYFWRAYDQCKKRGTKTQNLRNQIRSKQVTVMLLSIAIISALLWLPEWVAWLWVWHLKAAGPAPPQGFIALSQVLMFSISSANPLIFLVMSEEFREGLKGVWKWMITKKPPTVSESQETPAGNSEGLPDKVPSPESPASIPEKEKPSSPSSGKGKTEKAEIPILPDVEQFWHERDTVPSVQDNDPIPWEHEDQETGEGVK
MITF primary – MITF inhibitors, primary screen, biochemical, AlphaScreen, human | AID 1259374, 2018 | 650,000 compounds, 0.91% hits | Microphthalmia-associated transcription factor (Homo sapiens), O75030 | inhibition, % at 2.6 µM | AlphaScreen MITF homodimerization, bead proximity signal; in the data active = inhibition above about 50%;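 note: 0% = vehicle wells with protein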
Target sequence (O75030 whole entry, looked up): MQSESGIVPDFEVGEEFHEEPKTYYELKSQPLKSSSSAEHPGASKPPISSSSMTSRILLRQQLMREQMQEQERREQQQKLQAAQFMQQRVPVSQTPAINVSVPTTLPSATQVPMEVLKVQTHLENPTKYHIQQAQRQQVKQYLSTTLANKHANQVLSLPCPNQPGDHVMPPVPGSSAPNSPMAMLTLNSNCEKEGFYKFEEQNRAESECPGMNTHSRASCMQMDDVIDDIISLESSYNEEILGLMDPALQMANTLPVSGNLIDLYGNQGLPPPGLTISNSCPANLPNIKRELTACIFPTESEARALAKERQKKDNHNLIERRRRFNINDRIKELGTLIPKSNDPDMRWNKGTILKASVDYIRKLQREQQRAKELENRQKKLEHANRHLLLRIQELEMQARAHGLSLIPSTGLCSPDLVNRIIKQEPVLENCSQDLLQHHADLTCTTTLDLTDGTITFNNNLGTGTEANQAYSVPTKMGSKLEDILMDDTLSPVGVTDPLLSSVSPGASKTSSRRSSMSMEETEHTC
Numbers without * were called inactive.

SMILES	FBW7 activator	TEAD-YAP inh	GPR151 ag	MITF primary
CCCCCOc1ccc(/C=C/C(=O)Oc2ccc(C#N)cc2)cc1	0.1	3	0.7	-4
CC1=NN2C(=N)/C(=C\c3cccn3-c3ccc([N+](=O)[O-])cc3)C(=O)N=C2S1	-0.2	5	-0.8	6
Cc1c(S(=O)(=O)c2ccccn2)c(N)n(Cc2ccccc2Cl)c1C	-0.1	-6	0.1	-8
COc1cc(C2C(C#N)=C(N)OC(C)=C2C(=O)OC(C)C)cc(OC)c1OC (configuration not stated)	-0.1	-2	-1.4	10
CCCCCC1CCC(c2ccc(C(=O)Nc3nncs3)cc2)CC1 (configuration not stated)	0.0	-1	-0.3	1
CC(C)(C)c1ccc(OCCN2CCCC2)cc1	0.0	3	-0.5	11
CN(C(=O)CSc1nc2[nH]ncc2c(=O)[nH]1)c1ccccc1	0.1	-3	0.9	-3
Cc1cccc(CN[C@H]2C[C@H]3C(=O)N[C@H](Cc4ccccc4)C(=O)N3C2)c1	0.2	-21	-1.4	-17
O=C(CCCCCN1C(=O)c2ccccc2C1=O)Nc1ccc(Cl)c(Cl)c1	0.0	-1	0.8	0
Cc1ccccc1C1=N/C(=C/c2ccc(C(F)(F)F)cc2)C(=O)O1	0.0	9	0.6	3
COc1cc(/C=N/NC(=O)c2cc(Br)ccc2OC(C)C)ccc1O	0.7	14	3.0	17
Nc1ccccc1NC1=CC(=O)CC(c2cccs2)C1 (configuration not stated)	-0.3	-46	1.3	-14
CC(=O)Nc1sc2c(c1C(=O)Nc1ccccc1C)CCC2	0.1	1	-2.1	5
O=C(CS(=O)CC(=O)Nc1cccnc1)Nc1ccc(Cl)cc1 (configuration not stated)	-0.4	1	-0.9	-12
COc1ccc(-c2csc3ncc(C(=O)N(C)CCO)c(=O)n23)cc1	0.1	-5	-1.0	5
CCOC(=O)c1c(C)nc2c(c1-c1ccc(OC)cc1)C(=O)CC(C)(C)C2	-0.1	4	-0.6	0
N#CC1=C(N)C(C#N)(C#N)C(c2ccc(Br)cc2)C2CN(Cc3ccccc3)CC=C12 (configuration not stated)	0.1	-2	-0.3	18
CCOc1ccccc1Nc1nc2ccccc2n2c(C)nnc12	0.0	6	-1.2	-11
Cc1ccccc1C(=O)Nc1sc2c(c1C#N)CCC2	0.0	0	-0.1	-16
CSc1nc2nc3c(c(=O)n2[nH]1)CCC3	0.5	2	-0.7	-6
O=C(CC1(O)C(=O)Nc2ccccc21)c1ccco1 (configuration not stated)	-0.1	10	0.1	7
CCCSc1ncc(Cl)c(C(=O)Nc2nnc(CCC)s2)n1	0.3	9	0.1	4
O=C(CSc1nnc(SCc2ccccc2)s1)N/N=C/C=C\c1ccco1	0.4	15	0.8	26
CC(C)C(c1nnnn1CC1CCCO1)N1CCN(C)CC1 (configuration not stated)	0.1	-8	-1.4	2
Cc1ccc(NC(=O)CN(C)C(=O)CSc2nnnn2C)cc1	-0.1	2	-2.0	1

Reformatted bar-delimited: part of the list above.
Compound | FBW7 activator | TEAD-YAP inh | GPR151 ag | MITF primary
CC(=O)Nc1sc2c(c1C(=O)Nc1ccccc1C)CCC2 | 0.1 | 1 | -2.1 | 5
O=C(CS(=O)CC(=O)Nc1cccnc1)Nc1ccc(Cl)cc1 (configuration not stated) | -0.4 | 1 | -0.9 | -12
COc1ccc(-c2csc3ncc(C(=O)N(C)CCO)c(=O)n23)cc1 | 0.1 | -5 | -1.0 | 5
CCOC(=O)c1c(C)nc2c(c1-c1ccc(OC)cc1)C(=O)CC(C)(C)C2 | -0.1 | 4 | -0.6 | 0
N#CC1=C(N)C(C#N)(C#N)C(c2ccc(Br)cc2)C2CN(Cc3ccccc3)CC=C12 (configuration not stated) | 0.1 | -2 | -0.3 | 18
CCOc1ccccc1Nc1nc2ccccc2n2c(C)nnc12 | 0.0 | 6 | -1.2 | -11
Cc1ccccc1C(=O)Nc1sc2c(c1C#N)CCC2 | 0.0 | 0 | -0.1 | -16
CSc1nc2nc3c(c(=O)n2[nH]1)CCC3 | 0.5 | 2 | -0.7 | -6
O=C(CC1(O)C(=O)Nc2ccccc21)c1ccco1 (configuration not stated) | -0.1 | 10 | 0.1 | 7
CCCSc1ncc(Cl)c(C(=O)Nc2nnc(CCC)s2)n1 | 0.3 | 9 | 0.1 | 4
O=C(CSc1nnc(SCc2ccccc2)s1)N/N=C/C=C\c1ccco1 | 0.4 | 15 | 0.8 | 26
CC(C)C(c1nnnn1CC1CCCO1)N1CCN(C)CC1 (configuration not stated) | 0.1 | -8 | -1.4 | 2
Cc1ccc(NC(=O)CN(C)C(=O)CSc2nnnn2C)cc1 | -0.1 | 2 | -2.0 | 1

More structures follow.
SMILES	FBW7 activator	TEAD-YAP inh	GPR151 ag	MITF primary
O=c1c2c(-c3ccccc3)csc2ncn1/N=C/c1ccccn1	0.2	3	-0.8	7
CCN(CC)CCN(C)Cc1ccccc1F	0.0	-2	-0.9	41
Cc1ccc(S(=O)(=O)N2CCc3ccccc32)cc1	-0.1	4	-0.9	-5
CC(C)Oc1ccc(C(=O)Nc2ccccc2C(N)=O)cc1	-0.1	-8	-0.1	9
CC(=O)C1=C(C)NC(SCc2cccc([N+](=O)[O-])c2)=C(C#N)C1c1ccccc1 (configuration not stated)	0.0	-4	-0.5	15
O=C(Nc1ccc2c(c1)CCC2)c1cc(-c2ccncc2)nc2ccccc12	0.3	14	2.5	-19
CCOC(=O)C1=CN(Cc2ccc(OC)c(OC)c2)C=C(C(=O)OCC)C1c1cc2c(cc1Br)OCO2	0.1	-13	0.5	-5
COc1ccc(-n2c(SCCc3ccccc3)nc3sc4c(c3c2=O)CCC4)cc1	0.0	-12	0.3	2
O=C(CN1C(=O)c2ccc(Br)cc2C1=O)OCC(=O)c1ccc(Cl)cc1	0.1	7	-1.4	14
Cc1ccc2c(nc3s/c(=C\c4ccccc4Cl)c(=O)n32)c1C	0.0	0	-1.2	17
CCN(C1=C(Cl)C(=O)N(c2ccc(OC)cc2)C1=O)c1ccccc1	0.5	9	-1.1	25
O=C1OC(/C=C\c2cccc([N+](=O)[O-])c2)=NC/1=C/c1ccc(Cl)c(Cl)c1	0.2	-25	0.7	6
CC(C)C(NS(=O)(=O)c1cccc2nsnc12)C(=O)NC1CCCC(C)C1C (configuration not stated)	0.1	2	-0.2	7
Cn1c(=O)cc(Sc2ccccc2)n(Cc2ccccc2)c1=O	-0.2	4	-0.4	7
CCSc1nc2sc3c(c2c(=O)n1-c1ccccc1C)CCC(C(C)(C)C)C3 (configuration not stated)	0.0	1	0.5	-9
Nc1c(C(=O)N(c2ccccc2)c2ccccc2)sc2nc3c(cc12)CCCCCC3	0.2	6	0.5	1
Cc1cc(Br)ccc1NC(=O)C(=O)NC1CCC(C)CC1 (configuration not stated)	-0.1	-9	2.3	-10
CCC(C)NC(=O)C(=O)Nc1ccc(C)c(Cl)c1 (configuration not stated)	0.2	-50	-0.1	19
CCOC(=O)C1=C(N)N2C(=O)C(C)SC2=C(C(=O)OC)C1c1cccc([N+](=O)[O-])c1 (configuration not stated)	0.1	10	0.3	5
CC(C)n1c(-c2ccc(N3CCOCC3)nc2)nc2c(NC3CCN(Cc4ccccc4)CC3)ncnc21	0.0	-1	1.1	2
COc1cc(OC)cc(C(=O)Nc2nc(-c3ccccc3)c(C(=O)c3ccccc3)s2)c1	0.0	2	-0.6	5
C=CCNc1nc2ccccn2c(=O)c1/C=C1\SC(=O)N(CCC)C1=O	0.0	7	-0.6	2
COc1ccc(CCNC(=O)c2cnc(Nc3nc4ccccc4n3C)s2)cc1	0.1	-5	-0.9	17
COc1ccc(-c2cn3c(CCC(=O)N4CCC5(CC4)OCCO5)csc3n2)cc1	0.2	2	-1.3	-1
COc1ncc(-c2cnc3c(NCC(C)C)nccn23)c(OC)n1	-0.1	-12	1.0	13
SMILES	FBW7 activator	TEAD-YAP inh	GPR151 ag	MITF primary
O=C(c1ccccc1F)c1cc2c(cc1[N+](=O)[O-])OCCO2	0.3	1	4.5	19
COc1ccccc1CN1CCc2nnc(C(CC(C)C)NC(=O)c3cccnc3)n2CC1 (configuration not stated)	-0.1	3	-0.3	-2
O=C1OC(/C=C/c2ccc([N+](=O)[O-])cc2)=NC/1=C/c1ccco1	0.2	11	0.3	17
Nc1ccc(Sc2cccc(C(F)(F)F)n2)cc1	0.0	-35	-1.2	1
Cc1ccc(S(=O)(=O)N(C)C)cc1NC(=S)NN	0.0	12	-0.4	9
COc1ccc(OC(C)C(=O)Nc2ccccc2C)cc1 (configuration not stated)	0.1	6	-1.8	14
Cc1cc(C(C)(C)C)cc(C)c1CSc1nc2ccc(NC(=O)c3ccccc3F)cc2s1	0.0	2	1.1	-16
CCOC(=O)CSc1nnc(-c2ccccc2Br)n1CC	0.1	0	0.8	10
O=C(O)c1ccc(CNc2c(N3CCCCC3)c(=O)c2=O)cc1	0.2	-6	7.5*	1
CCc1cccc(CC)c1NC(=O)CSc1n[nH]c(N)n1	0.2	-1	-0.4	12
COc1ccccc1C1Nc2ccccc2C(OC(C)=O)C1(C)C (configuration not stated)	-0.1	2	0.5	3
COc1ccc(CCNc2ncnc3nc(Nc4ccc5ncccc5c4)[nH]c23)cc1	0.0	-10	-2.2	9
O=C(Cn1cc(/C=C2\NC(=S)N(c3ccccc3)C2=O)c2ccccc21)N1CCCC1	0.1	-1	-0.1	-2
CCCNC(=O)c1ccc2nc(Nc3ccncn3)sc2c1	0.0	-9	-0.5	0
CN(C)CCNC(=O)C1CN(Cc2ccccc2)CCN1C(=O)c1ccco1 (configuration not stated)	0.1	3	0.5	9
COCCNC(=O)CCCn1sc2ccccc2c1=O	0.0	1	-1.2	11
O=C(Cc1ccccc1)N/N=C/c1ccccc1Cl	0.4	-30	-0.5	19
Cc1cc(C)c(S(=O)(=O)N2CCOCC2)cc1N(C)S(=O)(=O)c1ccc(Cl)cc1	0.0	2	-1.7	12
CC1(C)CC(=O)C2=C(C1)OC(c1cc3c(cc1[N+](=O)[O-])OCO3)C(C#N)=C2N (configuration not stated)	-0.2	3	-0.3	8
COc1ccc(Cl)cc1NC(=O)CN(C)S(=O)(=O)c1ccc2c(c1)CCC(=O)N2	-0.1	10	0.1	-10
Nc1cccc(-c2ncc(C(=O)NCCOc3ccccc3)s2)c1	0.3	-43	0.6	14
O=C(NCc1ccccc1Cl)c1csc(Nc2ccccn2)n1	-0.1	-27	-0.6	9
CCNC(=O)CSc1nc(-c2ccccc2)cs1	-0.2	-38	-4.0	-3
O=C(O)CNS(=O)(=O)c1ccccc1Br	0.8	0	-2.1	14
CCOC(=O)C1CCN(Cc2ccc(OC)c(C)c2C)CC1	-0.3	17	1.6	30
SMILES	FBW7 activator	TEAD-YAP inh	GPR151 ag	MITF primary
O=C(Nc1cccc(Cl)c1Cl)N[C@H]1C[C@H]2C(=O)N[C@H](CO)C(=O)N2C1	-0.4	18	1.1	-4
CCOC(=O)N1CCN(C(=O)C2CCCCC2C(=O)O)CC1 (configuration not stated)	0.1	7	0.6	1
O=C(CCCn1cncn1)N1CCc2c([nH]c3ccccc23)C1C1CCCCC1 (configuration not stated)	-0.1	-4	-0.6	2
COc1ccc(-c2ccc(/C=C/C(=O)c3ccc(Cl)cc3)o2)cc1	0.2	0	-2.2	4
CCCC1CCC(c2ccc(C(=O)Oc3ccc(C#N)cc3)cc2)CC1 (configuration not stated)	0.6	-5	-0.2	6
NC(=O)C1CCN(c2ncnc3c2c(-c2ccccc2)cn3-c2ccc(Cl)cc2)CC1	0.5	7	-0.6	6
CCCCSc1nc2c(c(=O)n1-c1ccc([N+](=O)[O-])cc1)SCC2	-0.1	-6	-0.2	17
CN(C(=O)COC(=O)c1cc(O)c2ccccc2c1O)C1CCS(=O)(=O)C1 (configuration not stated)	-0.1	-1	0.7	5
Cc1cccc(C(=O)NNC(=O)c2ccco2)c1	0.2	-16	-0.2	5
O=C(c1cc(F)c(F)cc1Cl)N1CCN(c2ccc([N+](=O)[O-])cc2F)CC1	0.6	-4	-0.4	7
CCCN(CCC)CCCNC(=O)c1cc2cc3ccc(OC)cc3nc2o1	0.2	2	0.3	14
Cc1noc(C)c1CN(C(=S)NC(C)C)c1ccccc1	0.0	-5	-0.9	-3
COc1ccccc1N(CC(=O)NC1CCCC1)S(C)(=O)=O	-0.1	3	-0.8	-11
Cc1cc(C)c2c(c1)C1C=CCC1C(C(=O)O)N2 (configuration not stated)	-0.7	-4	-0.4	42
CCOc1cc(C2C(C(=O)N3CCCCC3)=C(C)NC3=C2C(=O)CCC3)ccc1OC(C)=O (configuration not stated)	0.8	9	0.0	6
N#C/C(=C\Nc1ccccc1)c1nc(-c2cc3ccccc3oc2=O)cs1	0.0	-3	-1.1	-6
OCCC1CN(Cc2cc(F)ccc2F)CCN1C1CCCC1 (configuration not stated)	0.1	7	1.4	-13
N#CCN(CC#N)C(=O)c1ccc(Br)cc1	-0.1	2	-0.6	9
CCOc1ccc(NC(=O)CC(C(=O)O)N2CCCCC2)cc1 (configuration not stated)	0.0	0	0.4	-13
Cc1nn(-c2ccccc2C(F)(F)F)c(N)c1C1(O)C(=O)Nc2ccccc21 (configuration not stated)	0.0	2	1.0	-2
